# High-throughput results (PubChem)
# TAG inh = reduces triacylglycerol accumulation in H9c2 cells | Nile Red lipid (TAG) fluorescence; cells loaded with 200 µM oleic acid | inhibition, % at 12.5 µM | 230,000 compounds, 0.66% hits | AID 651582;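 active = pattern-corrected inhibition of lipid staining of at least 50% with the nuclear-stain viability signal not falling by more than 50%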;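 also: 0% = DMSO wells and 100% = triacsin C control wells; some results filed as inactive read as strong as hits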
# TAG inh DAPI viability = further read-out of TAG inh, marked with its call; DAPI nuclei signal change (viability), lower = more cytotoxic, %;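 whole-well DAPI fluorescence read on a plate reader as a viability signal; minus 50 percent equals half of cells still viable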
# The depositor's hits bear a star. Not all compounds are listed; count on the stated rates, not on these rows.
# A first look:
SMILES,TAG inh,TAG inh DAPI viability
O=C(CSc1nc2nc[nH]c2c(=O)[nH]1)NC1CCCCC1,-12,-2
CN(CC(=O)Nc1ccccc1Cl)C1CCS(=O)(=O)C1 (stereo unspecified),7,-5

# The whole of this part, from the start:
SMILES,TAG inh,TAG inh DAPI viability
O=C(CSc1nc2nc[nH]c2c(=O)[nH]1)NC1CCCCC1,-12,-2
CN(CC(=O)Nc1ccccc1Cl)C1CCS(=O)(=O)C1 (stereo unspecified),7,-5
O=C1CCC(C(=O)OCC(=O)N2N=C3/C(=C\c4ccccc4)CCCC3C2c2ccccc2)N1 (stereo unspecified),-8,-8
CC1CC(C)CN(c2cc(=O)n(Cc3ccc(F)cc3)c(=O)[nH]2)C1 (stereo unspecified),14,-9
O=C(N/N=C/c1ccc(OC(=O)c2ccccc2)cc1)c1cccc(O)c1,-7,-3
Cc1ccc2sc(N(CCCN(C)C)C(=O)c3ccc(S(=O)(=O)N(C)Cc4ccccc4)cc3)nc2c1C,14,1
COc1ccc(N2CCN(CC(=O)Nc3ccccc3SC)CC2)cc1,3,5
Cc1c(NC(=O)C2CC(c3cccc(Br)c3)=NO2)c(=O)n(-c2ccccc2)n1C (stereo unspecified),-1,5
COC/C=C/C1=CC2=CC(=O)C(C)(OC(=O)c3cnc4ccccc4n3)C(=O)C2=CN1C1CC1 (stereo unspecified),4,2
C=CCNc1sc(C(=O)c2ccccc2)c(N)c1C#N,-4,11
Cc1ccc(Nc2nc(C)c3c(n2)CC(C)CC3=O)c(C)c1 (stereo unspecified),-5,3
COC(=O)c1ccccc1NC(=O)CN1CCN(c2ccccn2)CC1,-68,10
CC(C)C[C@@H]1CN=C(N)N1C[C@@H]1CCCN1C[C@H](C)N1C[C@@H](Cc2ccccc2)N(CCCC2CCCC2)C1=N,-10,17
O=C(Nc1nc(-c2ccc(F)cc2)cs1)C1CCN(C(=O)c2ccc(F)cc2)CC1,-2,3
CCCCSc1nc2ccccc2[nH]1,-12,0
Cc1cccnc1NC(=O)CCC(=O)c1cccs1,-10,10
CC(C)(C)OC(=O)NCc1ccc(NC(=O)c2nc[nH]c2C(=O)NCCCNC(=O)c2[nH]cnc2C(=O)Nc2ccc(CNC(=O)OC(C)(C)C)cc2)cc1,33,2
NS(=O)(=O)c1ccc(NC(=S)NC(=O)c2ccc(Br)o2)cc1,18,-11
CC(=O)c1cccc(NC(=O)NNC(=O)c2ccc(-c3ccccc3)cc2)c1,-8,3
COc1ccc(-c2nnc(SCC(=O)NCc3cccs3)n2C(C)C)cc1,9,4
CCCOc1cccc(C(=O)Nc2cccc3ncccc23)c1,-12,-3
O=C(Nc1nnc(COc2ccc(Cl)cc2)s1)C1CCCO1 (stereo unspecified),8,-1
O=C1CCC2c3[nH]c4ccccc4c3CCN12 (stereo unspecified),6,9
Nc1ccc(Cc2ccc([N+](=O)[O-])cc2)cc1,4,-2
CC(C(=O)Nc1ccccc1)c1ccc(-c2ccccc2)c(F)c1 (stereo unspecified),2,1

# The list continues:
SMILES,TAG inh,TAG inh DAPI viability
Cn1c(Cl)c(/C=N/OC(=O)C(C)(C)C)c2ccccc21,3,-5
O=C(NCc1ccccc1)c1ccc(NC(=O)C2CCCC2)cc1,-2,2
CN(Cc1nc(Cc2cccc(F)c2)no1)CC1COCCO1 (stereo unspecified),3,4
CN1CCN(C(=O)CC23CC4CC(CC(C4)C2)C3)CC1,8,-9
CCOC(=O)c1[nH]c(C)c(C(=O)NC(C)CC)c1C (stereo unspecified),-3,-5
COc1ccc(S(=O)(=O)N2c3ccccc3OCC2c2ccccc2)cc1 (stereo unspecified),3,-16
CC(C)N1CCC(C)(C(=O)Nc2cc(-c3ccccc3)nn2C)C1 (stereo unspecified),-15,2
CC1(c2ccc3ccccc3c2)NC(=O)N(CC(=O)N2CCN(c3ccccc3O)CC2)C1=O (stereo unspecified),2,1
COc1cccc(/C=N/NC(=S)Nc2cccc(C(=O)O)c2)c1O,-12,4
CCCOC(=O)CSC1=C(C#N)C(c2ccccc2OCC)C(C#N)C(=O)N1 (stereo unspecified),-8,4
CN(Cc1ccccc1)C(=O)COC(=O)c1cc(NS(=O)(=O)c2cccs2)ccc1O,-10,-2
CCOC(=O)C1CCCN(c2c(NCCc3ccccc3)c(=O)c2=O)C1 (stereo unspecified),-2,5
Cc1cccc2sc(NNC(=O)C3COc4ccccc4O3)nc12 (stereo unspecified),-20,-4
Cc1ccc(OCC(=O)Nc2ccc(N(C)C)cc2)cc1,11,-8
CCOC(=O)Cn1cnc2c(nnn2-c2ccccc2)c1=O,4,-6
COC(=O)c1[nH]c2cccc(C)c2c1NC(=O)CN1CCN(C(=O)c2ccco2)CC1,1,-11
O=C(Nc1ccc(N2CCOCC2)nc1)c1ccc(C(F)(F)F)cc1,3,9
CC1CC2C(C(O)CC3(C)C2CCC3(O)C(=O)CO)C2(C)C=CC(=O)C=C12 (stereo unspecified),35,24
Cn1cccc1-c1nc2ccccc2n1C,2,-4
Cc1noc(NS(=O)(=O)c2ccc(NS(=O)(=O)c3ccc(Cl)cc3)cc2)c1C,6,4
CC(C)CN(C(=O)COC(=O)CSc1ccccc1)c1c(N)n(Cc2ccccc2)c(=O)[nH]c1=O,-15,0
CC1=C(C(=O)Nc2ccccc2)C(c2ccccn2)n2ncnc2N1 (stereo unspecified),-1,-2
CCOC(=O)c1ccc(NC(=O)C2C3C=CC(C3)C2C(=O)O)cc1 (stereo unspecified),6,6
CN(c1c(C#N)c(C(F)(F)F)nn1C)N(S(C)(=O)=O)S(C)(=O)=O,9,-9
CNC(=O)COC(=O)c1ccc([N+](=O)[O-])cc1Cl,-12,10

# Remaining list, next part:
SMILES,TAG inh,TAG inh DAPI viability
CCc1cc2c(=O)c(-c3nc4ccccc4n3C)c(C)oc2c(CN2CCCCC2)c1O,-5,2
Cc1ccc2nc(-c3cccnc3)cc(C(=O)N3CCN(c4ccc([N+](=O)[O-])cc4)CC3)c2c1,24,-9
COc1ccc(OC)c(/C=N/NC(=O)C(O)c2ccccc2)c1 (stereo unspecified),13,-2
Cc1ccc(C)c(N2CCN(C(=O)COc3cc(=O)n(C)c4ccccc34)CC2)c1,-38,11
CC(C)Cn1c(N)c(C(=O)COC(=O)c2cc(F)cc(F)c2)c(=O)n(C)c1=O,-7,-4
CCOC(=O)C1CCN(S(=O)(=O)c2c(Cl)ccc3nonc23)CC1,83,-59
CC(=O)c1cccc(OCC(=O)Nc2cc(Cl)ccc2-n2cncn2)c1,14,-4
O=C(CNc1ccc(Oc2ccccc2)cc1)N1CCOCC1,5,-13
Cc1c2c(nc3c(C)cccc13)OC(C)C2 (stereo unspecified),3,-12
C(=C\c1ccccc1)/CN1CCN(C(c2ccccc2)c2ccccc2)CC1,1,-7
C=CCn1cc(C(C)=O)c(=O)[nH]c1=O,2,-10
CC[C@@H](NCCCn1cnc2c(SC)ncnc21)c1ccccc1,-10,21
COc1ccc(-n2c(=S)[nH]c3[nH]ncc3c2=O)cc1,-8,5
CN1CCN(C(=S)NC(=O)c2ccc(-c3ccccc3)cc2)CC1,-7,26
Cc1occc1C(=O)Nc1cccc(C(F)(F)F)c1,-23,8
CCOC(=O)C(O)C1CCc2c([nH]c3ccc(C)cc23)C1=O (stereo unspecified),-13,5
CC(C)C[C@@H](CO)N(Cc1ccccc1)S(=O)(=O)N(Cc1ccccc1)[C@@H](CO)CC(C)C,-25,-4
CCC(=O)N=c1sc2c(OC)ccc(OC)c2n1C,17,-14
CCOC(=O)C1=C(C)NC(SC)=NC1c1ccc(OC)cc1 (stereo unspecified),2,-4
O=C1NC(c2cccc([N+](=O)[O-])c2)=CCN1c1ccccc1O,-2,1
CCOC(=O)NN1C(=O)c2ccccc2NC1(C)C,5,7
COc1cccc(-c2cnc(C(O)c3ccc(F)cc3)[nH]2)c1 (stereo unspecified),-24,0
O=C(Nc1ccccc1Cl)OCC#CCOC(=O)Nc1ccccc1Cl,-11,1
Cc1ccc(Oc2nnc(-c3ccccc3)cc2C#N)cc1,-1,6
CCN(CC(=O)Nc1cccc(S(=O)(=O)N(C)c2ccccc2)c1)Cc1ccccc1,-26,7

# The listing continues:
SMILES,TAG inh,TAG inh DAPI viability
COc1ccc(C2Nc3ccccc3C(=O)N2Cc2ccco2)cc1COc1ccccc1F (stereo unspecified),9,-1
Cc1cc(NC(=O)CS(=O)c2cn(Cc3cccc(Cl)c3)c3ccccc23)no1 (stereo unspecified),-14,-1
Cc1ccc(SCC(=O)NCc2ccccc2)cc1,-1,-11
O=C1NC[C@H](c2ccccc2)N(CCc2cccc(F)c2)C1=O,8,8
COc1ccc(C2C(C#N)C(C#N)N3CCCN23)cc1 (stereo unspecified),6,-2
NC1=NC(=O)/C(=C\c2ccc(-c3ccc(Cl)cc3)o2)S1,15,1
COc1ccccc1CCNC(=O)C(=O)NCC1CCCN1S(=O)(=O)c1ccccc1 (stereo unspecified),18,-15
C1CCc2c(nc3nnnn3c2NCC2CC2)C1,-4,18
COc1ccc(Cc2nnc(SCC(=O)Nc3ncc(C)s3)o2)cc1,6,-5
Cc1ccccc1S(=O)(=O)Cc1ccc(C(=O)NCc2ccc(F)cc2)o1,-7,-15
Cn1cc(CN2CCC(n3nccc3NC(=O)c3ccccc3Cl)CC2)cn1,-1,7
CN(C(=O)COC(=O)c1cccc(S(=O)(=O)N2CCCCCC2)c1)c1ccccc1,-3,2
COc1ccc(S(=O)(=O)N2CCN(CC(=O)Nc3cc(Cl)ccc3Cl)CC2)cc1,15,-4
O=c1[nH]c(=S)n(-c2ccc(Br)cc2)c2ncccc12,4,2
O=C(c1cc(S(=O)(=O)N2CCOCC2)c(Cl)cc1Cl)N1CCCC1,-5,2
Cc1ccccc1-c1cnc(C(O)c2ccc(Cl)c(F)c2)[nH]1 (stereo unspecified),-1,4
CC(C)c1ccc(NC(=O)CN(Cc2ccccc2)S(C)(=O)=O)cc1,-22,20
C=CCS/C(=N\n1cnc2ccccc2c1=O)N(CC)CC,11,0
Cc1nc(C)c(/C(O)=C\c2nc3ccc([N+](=O)[O-])cc3oc2=O)o1,16,0
CCOc1ccc(N2C(=O)CC(Sc3n[nH]c(-c4ccccc4)n3)C2=O)cc1 (stereo unspecified),-3,8
CCOCCCN1CC(C(=O)NCc2ccc3c(c2)OCO3)CC1=O (stereo unspecified),-5,8
COc1ccccc1CNC(=O)C1CCCN(S(=O)(=O)c2c(C)[nH]c(=O)[nH]c2=O)C1 (stereo unspecified),-10,10
CCC(C)Oc1cc(-c2ccnc(Nc3cccc(Cl)c3)n2)ccn1 (stereo unspecified),-10,5
Cc1ccc(C)c(S(=O)(=O)N2CCN(C(=O)CCC(=O)NCc3ccc(Cl)cc3)CC2)c1,0,14
C[C@@H]1CC=C[C@H]2[C@H]1C(=O)N(Cc1ccccc1)[C@H]2c1ccc2ccccc2c1,-11,-5

# Carrying on.
SMILES,TAG inh,TAG inh DAPI viability
COc1cc(OC)cc(C(=O)NNC(=O)CN2C(=O)NC(C)(c3ccccc3)C2=O)c1 (stereo unspecified),5,2
Cc1ccc(S(=O)(=O)Nc2ccccn2)c(C)c1,5,-2
CCc1nc2ccc(C(=O)NCCCN3CCCC3=O)cn2c1N(C)C(=O)C1CCCCC1,14,4
CC(C)(C)OC(=O)NCCc1onc(-c2cccc([N+](=O)[O-])c2)c1C(=O)O,12,8
CCCCCCCC(=O)Nc1ccc(C(=O)N/N=C/c2cccc([N+](=O)[O-])c2)cc1,172,-93
O=C(C1CCC(CNc2c(N3CCCCC3)c(=O)c2=O)CC1)N1CCCC1 (stereo unspecified),-5,-1
CCc1nc(OCC(=O)c2ccccc2)c(C#N)c2c1COC(C)(C)C2,-19,9
COc1ccc(C(=O)OCC(=O)c2cc(OC)ccc2OC)c(OC)c1,-35,4
Cc1ccc(C2=NN3C(=O)c4ccccc4C3C2)cc1 (stereo unspecified),5,-5
Cc1c(NC(=O)c2c(F)cccc2F)c(=O)n(-c2ccccc2)n1C,5,3
Cc1cc(C)cc(NC(=O)COC(=O)COc2ccc(N(C)S(=O)(=O)c3cccs3)cc2)c1,0,-1
O=C(c1cc2sccc2n1Cc1ccccc1)N1CCCc2ccccc21,-2,-3
O=C(CN1C(=O)CSc2ccc(S(=O)(=O)N3CCOCC3)cc21)NCc1cccnc1,-9,12
CN1CCC(=NNC(=O)CN(c2ccccc2)S(=O)(=O)c2ccccc2)CC1,2,1
CCCC(=O)Nc1ccc(Cc2ccc(NC(=O)CCC)c(C(=O)O)c2)cc1C(=O)O,-8,-5
O=S(=O)(NCc1ccco1)N1CCCCCC1,3,14
O=C1COc2ccc(C(=O)COC(=O)CNC(=O)C3CCCCC3)cc2N1,3,-3
O=C(O)c1ccc[nH]c1=S,-2,3
Cc1[nH]c2ccccc2c1C(c1ccccn1)N1CCCC1 (stereo unspecified),-6,12

# A section taken from the entries so far:
SMILES,TAG inh,TAG inh DAPI viability
COc1cc(OC)cc(C(=O)NNC(=O)CN2C(=O)NC(C)(c3ccccc3)C2=O)c1 (stereo unspecified),5,2
Cc1ccc(S(=O)(=O)Nc2ccccn2)c(C)c1,5,-2
CCc1nc2ccc(C(=O)NCCCN3CCCC3=O)cn2c1N(C)C(=O)C1CCCCC1,14,4
CC(C)(C)OC(=O)NCCc1onc(-c2cccc([N+](=O)[O-])c2)c1C(=O)O,12,8
CCCCCCCC(=O)Nc1ccc(C(=O)N/N=C/c2cccc([N+](=O)[O-])c2)cc1,172,-93
O=C(C1CCC(CNc2c(N3CCCCC3)c(=O)c2=O)CC1)N1CCCC1 (stereo unspecified),-5,-1
CCc1nc(OCC(=O)c2ccccc2)c(C#N)c2c1COC(C)(C)C2,-19,9
COc1ccc(C(=O)OCC(=O)c2cc(OC)ccc2OC)c(OC)c1,-35,4
Cc1ccc(C2=NN3C(=O)c4ccccc4C3C2)cc1 (stereo unspecified),5,-5
Cc1c(NC(=O)c2c(F)cccc2F)c(=O)n(-c2ccccc2)n1C,5,3
Cc1cc(C)cc(NC(=O)COC(=O)COc2ccc(N(C)S(=O)(=O)c3cccs3)cc2)c1,0,-1
O=C(c1cc2sccc2n1Cc1ccccc1)N1CCCc2ccccc21,-2,-3
O=C(CN1C(=O)CSc2ccc(S(=O)(=O)N3CCOCC3)cc21)NCc1cccnc1,-9,12
CN1CCC(=NNC(=O)CN(c2ccccc2)S(=O)(=O)c2ccccc2)CC1,2,1
